JMJD2A Tudor: JMJD2A Tudor domain (human) inhibition. O75164. AlphaScreen JMJD2A-Tudor / H3K4me3 peptide binding. Potency, µM (doses to about 114 µM), inactives show at the top dose activity change, negative = inhibition, usual class: inhibitors. 390,000 compounds, 4.4% hits. AID 504339; further: potency means the concentration at half of the fitted maximal effect; on the % scale 0 is the no-effect control and ±100 the full control effect; nearly all actives have a fitted effect of over 50% in size
BAZ2B inh: BAZ2B (human) inhibition; 360,000 compounds, 4.4% hits; Q9UIF8; AlphaScreen BAZ2B-H3K14Ac peptide displacement; Potency, µM (titrated, usually from 114 µM), for the others: top-dose activity change, negative = inhibition, actives largely listed as inhibitors; further: potency means the concentration at half of the fitted maximal effect; on the % scale 0 is the no-effect control and ±100 the full control effect; nearly all actives have a fitted effect of over 60% in size
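BAZ2B (50 nM) with biotin-H3(5-23)K14Ac peptide (50 nM) in PBS pH 7.4, 0.01% Tween-20, preformed 30 min, then compound 30 min at room temperature; top concentration 110uM. AlphaScreen streptavidin donor/nickel chelate acceptor beads (10 ug/mL final), 20 min dark, signal read.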
GLS inhibitor: inhibitors of human glutaminase (GLS) | GLS enzymatic activity, qHTS titration | O94925 | 410,000 compounds, 0.21% hits | Potency, µM (highest dose often 45.5 µM), for the others: at the highest dose activity change, negative = inhibition, usual class: inhibitors; further: potency means the concentration at half of the fitted maximal effect; on the % scale 0 is the no-effect control and ±100 the full control effect
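Glutamate formation by hKGA was monitored fluorometrically using coupled glutamate oxidase, HRP and Amplex Red. Substrate was added as 1 mM L-glutamine solution; incubation was 30 min at RT after an initial read.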
G9a inh: G9a (human) methyltransferase inhibition | Potency, µM (series often up to 102 µM), inactives show at the top dose activity, negative = inhibition, most hits filed as inhibitors | 350,000 compounds, 8.8% hits | Q96KQ7 | G9a H3K9 monomethylation, AlphaScreen, 2 h; further: potency means the concentration at half of the fitted maximal effect; on the % scale 0 is the no-effect control and ±100 the full control effect; nearly all actives have a fitted effect of over 75% in size
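Methyltransferase reactions run at room temperature for 2 h (20 nM enzyme, 500 nM biotin-H3K9 peptide, 20 uM SAM) after a 15 min compound preincubation; product detected by AlphaScreen beads and anti-H3K9me1 antibody.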
ERG Ets-DNA blk: blocks human ERG Ets domain binding to DNA | P11308 | fluorescence polarization, His-ERG Ets domain / labelled DNA | Potency, µM (series often up to 76.9 µM), without a hit: at the top dose FP activity, negative = inhibition, most hits filed as inhibitors | 370,000 compounds, 0.028% hits; active means well fitted inhibition curve with a large enough effect in the polarisation, with a control signal flat; inconclusive means small, poorly fitted or top-dose-only effect, or effect the other way, or a change in a side signal; inactive means no such curve, though single readings can be large or run the other way; the % refers to the polarisation;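 further: polarization taken with two DNA probes labelled with fluorescein and Texas red; potency means the concentration at half of the fitted maximal effect; % of control where 0% means no effect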
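His-tagged ERG Ets domain (1 uM in the protein solution; 300mM KCl, 50mM Tris-HCl, 1mM EDTA, 1mM DTT, pH 7.5) received compound, then a probe mix of 5 nM fluorescein-DNA and 100nM Texas-615-DNA. Fluorescence polarization was read for both dyes.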
HP1b binding inh: HP1-beta chromodomain-methylated histone interaction inhibition; AlphaScreen HP1-beta / biotin-H3K9me3 peptide binding; AID 540317; Potency, µM (doses to about 114 µM), inactives show at the highest dose activity change, negative = inhibition, usual class: inhibitors; P83916; 390,000 compounds, 0.56% hits; further: potency means the concentration at half of the fitted maximal effect; nearly all actives have a fitted effect of over 70% in size; inactives centre near 23
Target sequence (P83916 whole entry, looked up): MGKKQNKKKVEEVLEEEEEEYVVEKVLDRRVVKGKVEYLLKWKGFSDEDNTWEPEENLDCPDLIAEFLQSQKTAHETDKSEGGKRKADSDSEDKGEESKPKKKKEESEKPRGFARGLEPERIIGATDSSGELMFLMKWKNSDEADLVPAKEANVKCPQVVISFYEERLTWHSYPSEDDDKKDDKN
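AlphaScreen: HP1-beta (50 nM) preformed 30 min with biotin-H3(1-18)K9me3 peptide (50 nM) in PBS pH 7.4, 0.01% Tween-20. Compound added for 30 min at RT, then streptavidin donor/nickel chelate acceptor beads (10 ug/mL) for 30 min.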
PI4K2A inh: blocks human PI4K2A kinase activity. 420,000 compounds, 0.13% hits. activity change, negative = inhibition, % at 76.9 µM. Q9BTU6. purified PI4K2A, ADP-Glo luminescence, 1 h; stronger effect = lower value; in the data active means activity change below about -50%; inconclusive means mostly about -30% to -49%;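 further: -100% = wells without enzyme as full effect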
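Compounds are screened against recombinant PI4K2A using PI as substrate and ATP, the latter dispensed at 300 microM. Reactions run one hour at ambient temperature before ADP-Glo detection; full inhibition defined by wells lacking enzyme.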
RGS4 inhibitor: inhibitors of human regulator of G protein signaling 4. P49798. Potency, µM (titrated, usually from 114 µM), for the others: at the top dose activity change, negative = inhibition, actives largely listed as inhibitors. 390,000 compounds, 0.039% hits. Transcreener GDP fluorescence polarization, RGS4-accelerated GTP hydrolysis. AID 504845; further: potency means the concentration at half of the fitted maximal effect; on the % scale 0 is the no-effect control and ±100 the full control effect; nearly all actives have a fitted effect of over 75% in size; some results filed as inactive show a strong effect at the top dose
Target sequence (P49798 whole entry, looked up): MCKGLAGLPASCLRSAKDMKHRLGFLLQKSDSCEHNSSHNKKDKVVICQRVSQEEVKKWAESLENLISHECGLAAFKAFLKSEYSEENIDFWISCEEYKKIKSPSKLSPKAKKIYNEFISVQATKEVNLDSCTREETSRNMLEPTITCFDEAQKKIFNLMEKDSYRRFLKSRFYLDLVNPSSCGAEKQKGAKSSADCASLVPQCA
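MLSMR compounds (23 nl, pin-transferred) preincubated 10 min at room temperature with a 500nM (2x) first reagent, then RGS4 at 900nM (2x) plus Transcreener GDP mix added; fluorescence polarization (620/688 nm) read before and after 90 min at 30 °C.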
ALOX12 inh: inhibitors of human 12S-lipoxygenase ALOX12 | purified 12hLO, xylenol orange hydroperoxide absorbance | AID 1671190 | 580,000 compounds, 1.1% hits | Potency, µM (top dose mostly 108 µM), for inactives: at the top dose activity change, negative = inhibition, usual class: inhibitors | P18054; further: potency means the concentration at half of the fitted maximal effect; on the % scale 0 is the no-effect control and ±100 the full control effect
Target sequence (P18054 whole entry, looked up): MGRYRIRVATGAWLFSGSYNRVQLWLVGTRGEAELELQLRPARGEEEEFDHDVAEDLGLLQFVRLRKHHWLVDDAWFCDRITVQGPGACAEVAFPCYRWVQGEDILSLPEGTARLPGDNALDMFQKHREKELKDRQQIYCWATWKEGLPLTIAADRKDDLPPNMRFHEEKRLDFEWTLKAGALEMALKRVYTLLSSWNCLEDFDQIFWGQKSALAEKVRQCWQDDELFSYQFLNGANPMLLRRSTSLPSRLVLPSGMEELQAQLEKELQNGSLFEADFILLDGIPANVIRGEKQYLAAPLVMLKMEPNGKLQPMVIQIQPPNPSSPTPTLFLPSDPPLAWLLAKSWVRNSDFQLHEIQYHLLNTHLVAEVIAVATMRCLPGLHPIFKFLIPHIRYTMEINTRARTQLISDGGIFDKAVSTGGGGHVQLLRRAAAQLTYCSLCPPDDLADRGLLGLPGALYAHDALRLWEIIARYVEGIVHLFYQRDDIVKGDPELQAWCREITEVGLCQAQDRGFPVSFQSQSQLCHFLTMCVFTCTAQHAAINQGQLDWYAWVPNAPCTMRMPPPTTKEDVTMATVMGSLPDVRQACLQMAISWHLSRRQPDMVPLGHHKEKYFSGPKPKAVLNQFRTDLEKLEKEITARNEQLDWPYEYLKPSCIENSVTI
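Purified human 12hLO at 150 nM in 25 mM Hepes, 0.01% Triton X-100, pH 7.0, preincubated 15 min at room temperature with compound. Reaction started with 40 uM arachidonic acid, 30 min at room temperature. Hydroperoxide measured by Fe-xylenol orange, 573/405 nm absorbance ratio.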
The depositor's hits bear a star; ? = inconclusive; nt = no result given; [ ] = remark or other dose. Unless noted, the call rests on the fitted dose curve; in most records, active means well fitted curve in the direction sought with a large enough effect; inconclusive means small, poorly fitted or top-dose-only effect, or another doubt; inactive means no such curve, though single readings can be large; an effect the other way counts as inactive or inconclusive. These rows are one share of the data; rates above refer to the full screens.

The line under a structure holds: JMJD2A Tudor, BAZ2B inh, GLS inhibitor, G9a inh, ERG Ets-DNA blk, HP1b binding inh, PI4K2A inh, RGS4 inhibitor, ALOX12 inh
1: COc1ccc(NC(=O)C2CCCN(S(=O)(=O)c3cccs3)C2)cc1 (stereo not drawn)
  -8%, -2%, -5%, 5%[59 µM], 5%, 3%, 3, 6%, 0%
2: COc1ccccc1N1CCN(Cc2ccco2)CC1
  3.2µM*, ?, 17%, ?, 14%, -54%, 2, 3%, ?
3: O=C(CSc1ccc(-c2ccncc2)nn1)N1CCCC1
  -9%, 9%, -2%, 5%, 0%, 50%[activator], -1, 13%, -11%
4: COc1ccc(NS(=O)(=O)c2cc(NC(=O)C3=NN(c4ccccc4)C(=O)CC3)ccc2C)cc1
  -17%, nt, 13%, nt, 17%, 2%, -1, -19%, -10%
5: CCCCNC(=O)CN1C(=O)CSc2ccc(S(=O)(=O)N3CCC(C)CC3)cc21
  4%, 2%, 0%, 8%[59 µM], 3%, 38%, 0, 18%, -24%
6: COc1ccc2nc(NCCO)[nH]c2c1
  -18%, -6%, 24%, ?, -7%, 29%, 14, -14%, 33%[activator]
7: COc1ccc(N2C(=O)C3C(c4ccc(OC)cc4O)NC(Cc4ccccc4)(C(=O)O)C3C2=O)cc1 (stereo not drawn)
  -20%, -18%, 15%, 5%, 7%, 39%, 0, 7%, 3%
8: c1ccc(-c2nc(C3CCCCC3)no2)cc1
  160%[activator], 50%[activator], 6%, 2%[12.7 µM], 9%, 247%[activator], 1, 24%, 0%
9: CCCCN(CC(=O)NCc1ccc(F)cc1)C(=O)c1ccco1
  -3%, ?, -10%, 18%, -4%, 14%, 0, 22%[56.9 µM], -5%
10: COC(=O)[C@]1(C)N[C@H](c2ccc(-c3cccc(Cl)c3)c(OC)c2)[C@@H]2C(=O)N(C)C(=O)[C@@H]21
  -20%, nt, -8%, nt, -1%, 44%[activator], -2, -7%, ?

Of the compounds above, these have four or more nitrogen atoms.
The line under a structure holds: JMJD2A Tudor, BAZ2B inh, GLS inhibitor, G9a inh, ERG Ets-DNA blk, HP1b binding inh, PI4K2A inh, RGS4 inhibitor, ALOX12 inh
3: O=C(CSc1ccc(-c2ccncc2)nn1)N1CCCC1
  -9%, 9%, -2%, 5%, 0%, 50%[activator], -1, 13%, -11%
4: COc1ccc(NS(=O)(=O)c2cc(NC(=O)C3=NN(c4ccccc4)C(=O)CC3)ccc2C)cc1
  -17%, nt, 13%, nt, 17%, 2%, -1, -19%, -10%

More compounds follow.
The line under a structure holds: JMJD2A Tudor, BAZ2B inh, GLS inhibitor, G9a inh, ERG Ets-DNA blk, HP1b binding inh, PI4K2A inh, RGS4 inhibitor, ALOX12 inh
11: CCCCn1c2c(cc(C(=O)OC)c1=O)C(=O)CCC2
  -4%, nt, -2%, nt, -1%, 43%[activator], 0, -5%, -5%
12: COc1ccc2cc(CN(Cc3cccnc3)S(=O)(=O)c3ccccc3)c(=O)[nH]c2c1
  -14%, ?, 8%, ?, -5%, 13%, 1, -15%, 45µM*
13: CCOc1ccc(CN2CCNC(=O)C2CC(=O)NCc2csc(C)n2)cc1 (stereo not drawn)
  -18%, -6%, 1%, nt, 6%, 18%, -2, 12%, 7%
14: C#CCCCc1nc2ccccc2c(=O)n1N
  -1%, 11%, -5%, 21%[59 µM], 1%, 31%, 3, -16%, 2%
15: COc1cccc(-c2cnc(OC(C)(C)C)nc2OC(C)(C)C)c1
  -24%[57.1 µM], 27%, -10%, 17%, 0%, 1%, 4, 3%[11.4 µM], -2%
16: CCn1c(SCC(=O)N/N=C/C=C/c2ccco2)nnc1-c1ccccc1
  ?, ?, 2%, 16µM*, -5%, -11%, ?, ?, -30%
17: COc1ccc([N+](=O)[O-])cc1N(CC(O)CN1C(=O)NC(C)(C)C1=O)S(=O)(=O)c1ccccc1 (stereo not drawn)
  -6%, 1%, -6%, -5%, 3%, 19%, 1, -12%, -23%
18: O=C(Nc1ccccc1OCc1cc(=O)n2ccccc2n1)c1cccc(Br)c1
  2%, 7%, 3%, -1%[59 µM], 0%, 26%[57 µM], 1, -25%, -2%
19: O=C(CCc1ccccc1)N1CCN(c2ccc(Cl)cc2)CC1
  -14%, -3%, 74%[activator], 0%[59 µM], nt, 24%, -2, 4%, -6%
20: Oc1ccc2ccccc2c1CN1CCCCC1
  -15%, nt, -3%, nt, 5%, 9%, -2, -27%, ?
21: CCOc1ccc2nc(NC(=O)C3(C)CC3(Br)Br)sc2c1 (stereo not drawn)
  -17%, nt, 2%, nt, 13%, 34%, 0, 4%, 11%
22: COc1ccc(-n2c(SCc3cn4c(C)cccc4n3)nc3ccccc3c2=O)cc1OC
  ?, -39%, -3%, -32%, 5%, 3%, -4, -36%, 14%
23: CC(=NNc1nc2ccccc2o1)c1ncccn1
  10µM*, nt, 15%, nt, nt, -1%, -15, 4%, -15%
24: Cc1ccc(-n2nc3c(c2NC(=O)c2ccc(F)c(F)c2)CS(=O)(=O)C3)cc1
  1%, -13%, -7%, 0%, 3%, 4%, -3, -16%, 121%[activator]
25: Fc1cccc(NC(=S)NCc2ccccc2Cl)c1
  -3%, 4%, -2%, 51%, -4%, 50%[activator], 4, -11%, 0%
26: COc1ccc(CN2CCCC(C(=O)c3cccc(C(F)(F)F)c3)C2)cc1O (stereo not drawn)
  -22%, -3%, 11%, ?, 5%, 27%, -5, -13%, 4%
27: NC(=O)c1ccccc1OCC(=O)Nc1ccc(Cl)c(Cl)c1
  -2%, 1%, 3%, 6%, 0%, 44%[activator], -22, 11%, 2%
28: O=C(COC(=O)c1cc(=O)[nH]c2ccccc12)NCc1ccc(Cl)cc1
  -1%, -1%, 3%, 11%[12.7 µM], 4%, 48%[activator], -1, 6%, -21%
29: O=C(NCCC(=O)N(Cc1ccco1)Cc1cccs1)c1ccccc1Cl
  -25%, -20%, -10%, 1%[12.7 µM], 10%, 33%, 3, 4%, 404%[activator]
30: CCOCCn1c(C(C)O)nc2ccccc21 (stereo not drawn)
  8%, -9%, 1%, ?, 0%, 19%, 14, -10%, -4%

Further structures follow.
nr	mol	JMJD2A Tudor	BAZ2B inh	GLS inhibitor	G9a inh	ERG Ets-DNA blk	HP1b binding inh	PI4K2A inh	RGS4 inhibitor	ALOX12 inh
31	COc1ccc(NC(=O)/C=C/c2cccc(C(F)(F)F)c2)cn1	-8%	-39%	-3%	-1%	0%	1%	-1	31%	?
32	CCC(=O)n1nc(-c2ccc(Cl)cc2)nc1NCc1ccccc1	2%	21%	0%	26%	-3%	47%[activator]	-2	26%	20%
33	COC(=O)CN1C(=O)[C@H]2[C@@H](/C=C/c3ccccc3)N3C(=O)CN(CCO)C(=O)[C@@]3(Cc3ccccc3)[C@H]2C1=O	-23%	-3%	14%	3%	1%	24%	-4	11%	1%
34	COc1cccc(/C=N/NC(=O)C(=O)N/N=C/c2cccc(OC)c2OC)c1OC	-18%	1%	-8%	19%	-7%	20%	0	4%	-10%
35	CCOC(=O)N1CCN(C(=O)CN(C2CCCCC2)S(=O)(=O)c2ccc(F)cc2)CC1	-12%	6%	10%	-23%[59 µM]	nt	36%	-5	0%	22%
36	O=C(O)C1CCCN1C(=O)OCc1ccccc1 (stereo not drawn)	-5%	9%	-3%	-6%	nt	24%	3	-10%	-11%
37	Cc1ccccc1-c1nc(CS(=O)(=O)CC(=O)NC2CCCC2)c(C)o1	-3%	-1%	7%	6%	-8%	13%[57 µM]	4	-3%	43%[activator]
38	O=C(Nc1onc2c1CCCC2)c1ccccc1	6%	26%	1%	23%[59 µM]	-4%	66%[activator]	-10	-6%	-16%
39	O=C(NN1C(=O)C2C3c4ccccc4C(c4ccccc43)[C@@H]2C1=O)c1ccccc1 (stereo partly drawn)	-12%	9%	1%	?	3%	-3%	-1	7%	?
40	CCOc1ccc(NC(=O)Cn2c(=O)oc3cc(S(=O)(=O)N4CCCCCC4)ccc32)cc1	-26%	-5%	-7%	-2%[59 µM]	2%	-6%	-8	9%	-23%
41	CCN1C(=O)N[C@@H](c2cccc(C(F)(F)F)c2)[C@H](C(=O)OC)[C@H]1C	-15%	nt	0%	nt	1%	23%	-6	0%	3%
42	COc1ccccc1NC(=O)NNC(=O)c1ccc2ccccc2c1	-2%	-13%	17%	37%	21%	42%[activator]	-1	12%	15%
43	Cc1ccc(OCC(=O)Nc2ccc(-c3nc4ncccc4o3)cc2)cc1	-29%	12%	6%	-23%[12.7 µM]	-5%	19%	-8	27%	-5%
44	COC(=O)c1c(N=CN(C)C)c(C#N)c2n1CCCC2	-21%	18%	2%	11%[59 µM]	1%	15%	13	-3%	-4%

Record cards, from the list above. Screens in order: JMJD2A Tudor | BAZ2B inh | GLS inhibitor | G9a inh | ERG Ets-DNA blk | HP1b binding inh | PI4K2A inh | RGS4 inhibitor | ALOX12 inh
Entry for O=C(O)C1CCCN1C(=O)OCc1ccccc1 (stereo not drawn) → -5% | 9% | -3% | -6% | nt | 24% | 3 | -10% | -11%
Entry for COc1ccc(N2C(=O)C3C(c4ccc(OC)cc4O)NC(Cc4ccccc4)(C(=O)O)C3C2=O)cc1 (stereo not drawn) → -20% | -18% | 15% | 5% | 7% | 39% | 0 | 7% | 3%
Entry for COC(=O)c1c(N=CN(C)C)c(C#N)c2n1CCCC2 → -21% | 18% | 2% | 11%[59 µM] | 1% | 15% | 13 | -3% | -4%
